Source: PubChem BioAssay
RGS12 GoLoco inh: blocks human Gai1 binding to RGS12 GoLoco peptide, red readout; P63096; Gai1:RGS12 GoLoco peptide FP, rhodamine, 10 min; Potency, µM (series often up to 61.6 µM), for the others: at the highest dose activity, negative = inhibition, actives largely listed as inhibitors; 0.44% of 230,000 active; active = well fitted inhibition curve with a large enough effect, not every such curve was filed as active; inactive = no such curve, though single readings can be large or run the other way; note: % is set by controls: 0 for no effect and ±100 for the full control effect; nearly all actives have a fitted effect of over 30% in size; many of its hits are not listed in these tables
Target sequence (P63096 whole entry, looked up): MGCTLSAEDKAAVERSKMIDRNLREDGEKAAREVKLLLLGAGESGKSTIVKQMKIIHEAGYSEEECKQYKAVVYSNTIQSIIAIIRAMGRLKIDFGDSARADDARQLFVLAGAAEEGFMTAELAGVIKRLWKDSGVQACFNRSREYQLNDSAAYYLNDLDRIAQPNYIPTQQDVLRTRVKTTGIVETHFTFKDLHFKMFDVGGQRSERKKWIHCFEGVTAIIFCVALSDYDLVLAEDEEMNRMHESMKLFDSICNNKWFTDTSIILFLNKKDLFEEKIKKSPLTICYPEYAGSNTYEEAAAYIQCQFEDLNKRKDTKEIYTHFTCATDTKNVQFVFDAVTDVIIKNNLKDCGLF
TexasRed fluor: counter-screen for TRb-SRC2 inhibitors: fluorescence interference; TRb/SRC2 Texas Red total fluorescence interference; Potency, µM (titrated, usually from 106 µM), for the others: at the top dose fluorescence change, negative = quenching; 0.29% of 280,000 active; AID 1479; active = well fitted curve in either direction with a large enough effect; inconclusive = small, poorly fitted or top-dose-only effect; note: % is set by controls: 0 for no effect and ±100 for the full control effect
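Flags fluorescent or light-absorbing compounds by total fluorescence, S + 2P, at 555 nm excitation and 632 nm emission. Mixture: 20 nM Texas Red SRC2 peptide, 0.6 uM human TRb LBD, 1 uM T3, 5% DMSO; compound exposure 5 h at ambient temperature.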
SMN2 splice up: SMN2 splice variant enhancement; 2.8% of 210,000 active; HEK293 SMN2-luciferase splicing reporter, luminescence, 30-36 h; AID 1458; Potency, µM (series often up to 46.1 µM), inactives show at the top dose activity change, positive = activation, hits mostly activators; note: % of control where 0% means no effect; nearly all actives have a fitted effect of over 55% in size
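HEK293 cells carry an SMN2 […]–luciferase reporter in which exon 7 inclusion puts luciferase in frame. Cells were plated 10-12 h before compound addition, then incubated 30-36 h at 37C. ONE-Glo luminescence was read; sodium butyrate at 4.5 mM final served as control.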
RECQ1 inh: blocks DNA unwinding by human RECQ1; P46063; RECQ1 DNA unwinding, red fluorescence kinetic read; Potency, µM (titrated, usually from 57.3 µM), for the others: at the top dose activity, negative = inhibition, hits mostly inhibitors; 0.54% of 240,000 active; AID 2549;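 note: plate controls were vehicle for no effect and no enzyme for full effect; nearly all actives have a fitted effect of over 30% in size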
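50 nM RECQ1T1 preincubated 15 min with compound in Tris pH 8.0 buffer with MgCl2, DTT, Tween-20 and 2.5 ug/ml poly(dI-dC); started with 200 nM TAMRA/BHQ-2 forked duplex and 2 mM ATP. Unwinding read as fluorescence (525/598 nm), two reads 2 h apart.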
LMNA splice mod: modulators of lamin A splicing. HeLa LMNA splicing GFP/RFP minigene ratio, 48 h. Potency, µM (doses to about 46.1 µM), inactives show at the highest dose ratio change, negative = inhibition, hits mostly inhibitors. 0.01% of 200,000 active; active = well fitted inhibition curve with a large enough effect in the signal ratio, with a control signal flat, not every such curve was filed as active; inconclusive = small, poorly fitted or top-dose-only effect, or effect the other way, or a change in a side signal; the % refers to the signal ratio; note: % is set by controls: 0 for no effect and ±100 for the full control effect
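S3 HeLa cells stably expressing lamin A-EGFP splicing minigene plus DsRed2, 600 cells/well, 48 h compound exposure at 37C. Laser-scanning cytometry; analysed as GFP (500-530 nm)/RFP (575-640 nm) total intensity ratio; 0.5% DMSO vehicle.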
KDM4E inh: JMJD2E (human) inhibition | B2RXH2 | JMJD2E catalytic domain, FDH-coupled NADH fluorescence (FDH is formaldehyde dehydrogenase) | Potency, µM (highest dose often 57.1 µM), for the others: at the top dose activity change, negative = inhibition, most hits filed as inhibitors | 1.6% of 230,000 active | AID 2147; active = well fitted inhibition curve with a large enough effect, not every such curve was filed as active; inconclusive = small, poorly fitted or top-dose-only effect, or another doubt; inactive = no such curve, though single readings can be large or run the other way;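 note: 0% = wells with enzyme and -100% = buffer wells without enzyme; nearly all actives have a fitted effect of over 50% in size; many of its hits are not listed in these tables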
TRb-SRC2 inh: disrupts binding of human TR beta to SRC2. P10828. TRbeta-SRC2 peptide binding, fluorescence polarization; receptor liganded with 1 µM T3. Potency, µM (top dose mostly 106 µM), for inactives: top-dose activity change, negative = inhibition, usual class: inhibitors. 0.065% of 280,000 active;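 note: plate controls were bound peptide for no effect and peptide without receptor for full effect; nearly all actives have a fitted effect of over 50% in size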
Target sequence (P10828 whole entry, looked up): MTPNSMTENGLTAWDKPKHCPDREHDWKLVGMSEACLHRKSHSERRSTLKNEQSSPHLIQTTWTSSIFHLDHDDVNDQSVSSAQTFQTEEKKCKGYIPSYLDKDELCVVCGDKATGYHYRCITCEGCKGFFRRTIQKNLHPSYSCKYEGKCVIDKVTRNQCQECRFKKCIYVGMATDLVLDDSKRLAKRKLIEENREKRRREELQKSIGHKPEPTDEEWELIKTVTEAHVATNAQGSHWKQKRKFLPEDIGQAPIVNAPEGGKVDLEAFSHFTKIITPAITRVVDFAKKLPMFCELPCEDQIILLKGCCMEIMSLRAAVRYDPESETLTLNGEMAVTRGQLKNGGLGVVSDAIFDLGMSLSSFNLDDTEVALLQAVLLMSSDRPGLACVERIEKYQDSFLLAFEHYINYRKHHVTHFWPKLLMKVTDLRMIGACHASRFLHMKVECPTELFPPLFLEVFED
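Binding of a 20-amino-acid Texas Red SRC2 peptide (20 nM) to TRb ligand-binding domain (0.6 uM) with agonist T3 at 1 uM was followed by fluorescence polarization after a 5 hr room-temperature incubation.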
ALDH1A1 block: inhibitors of human aldehyde dehydrogenase 1A1 | P00352 | Potency, µM (doses to about 75.3 µM), for inactives: at the highest dose activity, negative = inhibition, hits mostly inhibitors | Purified ALDH1A1, NADH fluorescence, propionaldehyde substrate | 7.3% of 220,000 active; active = well fitted inhibition curve with a large enough effect, not every such curve was filed as active; inconclusive = small, poorly fitted or top-dose-only effect, or another doubt; inactive = no such curve, though single readings can be large or run the other way;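 note: plate controls were no enzyme wells and a reference inhibitor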
* hit, by the source's call; i = inactive; ? = inconclusive; nt = no result given; [ ] = dose if it differs, or a comment. Unless noted, calls come from the whole dose curve; as a rule, active = well fitted curve in the direction sought with a large enough effect; inconclusive = small, poorly fitted or top-dose-only effect, or another doubt; inactive = no such curve, though single readings can be large; an effect the other way counts as inactive or inconclusive. Potency is the fitted concentration of half-maximal effect. Some of the compounds tested; rates above refer to the full screens.

SMILES	RGS12 GoLoco inh	TexasRed fluor	SMN2 splice up	RECQ1 inh	LMNA splice mod	KDM4E inh	TRb-SRC2 inh	ALDH1A1 block
O=C(NCC12CC3CC(C1)CC(CNC(=O)N1CCCC1)(C3)C2)N1CCCC1	4.5%	0.7%	13.9%	-6.1%	-1.6%	1.8%	-6.4%	?
CCN1CCN(C2CCN(C(C)=O)CC2)CC1	3.0%	-2.5%	-3.8%	-2.7%	5.6%	2.0%	-12.2%	8.9%
CC(=O)NCCc1ccc(S(=O)(=O)NC2OC(=O)c3ccccc32)cc1 (configuration not stated)	nt	-0.4%	nt	-4.9%	-4.1%	-5.2%	5.0%	19.2%
O=C(COC(=O)COc1ccc2ccccc2c1)NCC(F)(F)F	6.5%	1.7%	6.2%	-1.9%	-6.0%[46 µM]	1.5%	-5.1%	19.0%
C/C(=N\NC(N)=O)C1(C)CCCCC1	0.6%	-3.1%	-18.7%	-11.7%	13.6%	-4.1%	-14.3%	25.1µM*
COc1ccc(NC(NC(=O)c2cccnc2)C(Cl)(Cl)Cl)cc1 (configuration not stated)	9.3%	-0.4%	nt	-5.5%	5.2%[46 µM]	4.5%	1.2%	-7.1%
COc1cnc(N(C)C)nc1Sc1ccc(Cl)cc1	-1.6%	3.5%	-11.3%	i	7.5%	?	-0.3%	-16.2%
Cc1c(C#N)c2ccccc2n1CC(=O)NCC1CCCO1 (configuration not stated)	10.0%	-2.9%	-9.4%	i	1.0%	-0.7%	-2.2%	-0.8%
Cc1ccc2c(c1)N(C(=O)CSc1nncn1C)C(C)(C)c1ssc(=S)c1-2	-4.5%	2.4%	-0.9%	-6.7%	12.6%	9.0%	2.3%	-1.5%
Cc1c(NCc2cc(Cl)ccc2O)c(=O)n(-c2ccccc2)n1C	135.1%[activator]	-2.9%	-4.9%	-0.2%	4.2%	-12.5%	-1.3%	0.5%
O=C1C(=O)N(CCCN2CCOCC2)C(c2cccs2)/C1=C(/O)c1ccc2c(c1)OCO2 (configuration not stated)	-2.6%	-2.2%	10.2%	-1.5%	-5.3%	5.8%	0.5%	-3.8%
O=S(=O)(CCSc1nc2ccccc2o1)c1nc2ccccc2s1	9.3%	1.0%	17.8µM*	-6.9%	?	-9.9%	-8.4%	0.282µM*
Cc1nn(C)cc1C(C)NCc1c(C(=O)N2CCCCCCC2)nc2ccc(Cl)cn12 (configuration not stated)	2.7%	-4.6%	nt	-6.8%	nt	-20.7%	-1.3%	3.16µM*
COc1ccccc1-c1nc(C#N)c(N2CCC(C(N)=O)CC2)o1	-13.3%	-1.8%	1.7%	-2.4%	3.2%	?	-10.2%	?
CCOc1ccc(-c2nc(C#N)c(NCC3CCCO3)o2)cc1 (configuration not stated)	8.6%	-4.1%	-12.1%	-10.5%	5.1%	?	-12.6%	?
CCNc1nc(NC(C)C)nc(N(C)C#N)n1	-4.2%	-4.5%	nt	-0.7%	nt	-1.9%	-3.0%	nt
Cc1ccc(C(=O)O)cc1S(=O)(=O)N1CCC(C(=O)O)CC1	5.4%	-3.2%	11.2µM*	-15.7%	5.5%	10.2%	-3.1%	-0.3%
CCN1CCN(C(=O)CCN2C(=O)c3ccccc3C2=O)CC1	4.3%	-2.2%	13.8%	6.8%	?	2.5%	-12.8%	?
O=C(NNC(=O)C(O)(c1ccccc1)c1ccccc1)C1CC1	-6.4%	0.0%	-5.5%	-2.4%	-13.7%[46 µM]	5.0%	3.2%	3.6%
COC(=O)c1ccccc1NC(=O)C1CC(=O)N(c2ccc(F)cc2)C1 (configuration not stated)	3.4%	0.8%	-0.3%	i	-9.8%	6.2%	-2.9%	0.8%
Oc1ccc(/C=N/N(Cc2ccccc2)c2ccccc2)cc1	7.4%	-1.6%	-4.2%	-6.0%	?	-10.0%	-4.3%	?
O=C(O)c1ccccc1Cl	12.0%	-3.0%	-14.9%	-5.1%	nt	nt	-2.8%	?
Cn1c(=O)c2c(nc(NCCNC(=O)c3ccco3)n2Cc2ccc(Cl)cc2Cl)n(C)c1=O	8.2%	-1.5%	-62.9%[inhibitor]	11.0%	1.3%	4.4%	-11.6%	2.5%
CCn1c(=O)n(-c2ccc(Cl)cc2)c(=O)c2c3c(sc21)COC(C)(C)C3	9.6%	4.0%	-1.2%	-18.8%	-9.4%	5.2%	-12.7%	?
CCCCc1nnc(SCCSc2nnc(CCCC)n2N)n1N	-10.0%	-2.4%	29.3%	i	-8.1%	-0.5%	4.8%	17.8µM*
CCOc1ccc2c(c1)c(N=NC(N)=S)c(O)n2C	9.0%	-3.0%	nt	-3.4%	nt	-3.3%	5.8%	nt
Cc1cccc(Nc2cc(=O)[nH]c(=O)[nH]2)c1	-0.5%	-6.6%	2.1%	i	6.1%	3.5%	6.3%	-4.1%
Cc1nc2nc(-c3ccco3)[nH]n2c(=O)c1Cc1ccccc1	-3.9%	-1.5%	-4.5%	1.2%	15.1%	?	2.7%	?
O=C(Cn1c(=O)n(Cc2ccco2)c(=O)c2ccccc21)NCC1CCCO1 (configuration not stated)	4.9%	-5.7%	?	15.5%	5.6%	0.4%	-6.9%	?
COc1ccc(-c2c(O)c(C#N)c(-c3ccccc3)n(-c3ccc(OC)cc3)c2=O)cc1	1.0%	-4.7%	-12.2%	-2.7%	-10.5%	-13.2%	-0.8%	-11.2%
COc1ccc(F)cc1S(=O)(=O)N1CC(C)CC(C)C1 (configuration not stated)	2.8%	-2.2%	-6.4%	-10.2%	27.8%	0.4%	-24.2%	-9.4%
O=C(CSc1nnc(Cc2ccccc2)n1-c1ccccc1)NNC(=O)Cc1ccccc1	1.8%	-0.4%	-12.2%	-17.2%	-8.9%	1.7%	0.3%	8.0%
Cc1ccc(NC(=O)Cn2c(O)c(N=NC(=O)c3cc([N+](=O)[O-])ccc3O)c3ccccc32)cc1	10.8%	-5.2%	nt	-1.4%	nt	0.5%	5.4%	nt
CCOC(=O)C1CCN(c2c(NCc3ccc(C(=O)Nc4ccc(C)cc4)cc3)c(=O)c2=O)CC1	1.0%	-2.6%	nt	-13.7%	nt	-0.5%	6.0%	nt
CC(OC(=O)CN1C(=O)NC(C)(C)C1=O)C(=O)c1ccccc1 (configuration not stated)	-14.7%	3.1%	11.0%	-6.0%	19.1%	2.2%	-17.3%	-2.8%
N#C/C(=C(/O)c1ccc(-c2cccc([N+](=O)[O-])c2)o1)c1nc2ccccc2s1	17.8%	-9.1%	2.4%	-15.7%	nt	-0.4%	3.7%	?
Cc1cc(C)n(CCc2nc(-c3ccco3)cs2)n1	6.4%	-2.3%	0.7%	35.5µM*	6.0%	-17.9%	7.0%	7.08µM*
CN(C)c1ccc(-c2cc(N(C)Cc3ccco3)ncn2)cc1	5.5%	nt	nt	-6.5%	8.6%	nt	nt	?
O=C(NCc1ccc(Cl)cc1)c1ccc(OCC2CCCO2)cc1 (configuration not stated)	11.4%	-0.9%	-3.2%	-0.9%	-6.6%	7.7%	-10.0%	3.9%
O=C(Nc1ccc(-c2nc3cc(Cl)ccc3o2)cc1)C1CCCO1 (configuration not stated)	27.8%	-2.2%	2.82µM*	-1.6%	2.9%	?	-7.6%	?
O=C1CC(c2cccs2)Cc2nc(NCC3CCCO3)ncc21 (configuration not stated)	-0.8%	-1.8%	-5.6%	-7.8%	?	7.2%	-2.7%	-12.3%
O=C(Cn1cccc1)Nc1ccc(OC(F)(F)F)cc1	10.0%	2.9%	-6.3%	10.1%	4.7%	6.6%	-7.2%	0.0%
Cc1ccc(-c2noc(CCC(=O)NCC3CCCO3)n2)cc1 (configuration not stated)	4.1%	-1.0%	-11.5%	-12.9%	12.4%	-2.8%	-12.6%	-5.4%
O=C(CSc1nnc(C2CC2)n1Cc1ccco1)NCC(F)(F)F	-8.5%	-3.2%	5.8%	4.4%	-4.3%[46 µM]	-5.6%	-11.5%	23.8µM*
CCOC(=O)c1ccc(N/C=C2\CCCCC2=O)cc1	-8.5%	-1.4%	?	i	10.7%	0.5%	1.6%	?
COc1ccccc1OCc1ccc(C(=O)N2CCOCC2)o1	-4.0%	-1.3%	10.9%	-8.4%	-0.3%	-6.7%	-0.4%	25.1µM*
Nc1ccc(Nc2ccccc2)c(S(=O)(=O)O)c1	6.4%	-2.9%	nt	?	nt	?	0.0%	?
O=C(c1cccc(C(F)(F)F)c1)N1CCC(O)(CS(=O)(=O)Cc2ccccc2)CC1	-10.5%	4.8%	-18.8%	-8.1%	-3.1%	-1.1%	8.4%	-5.6%
CCN(CC)c1ccc(/C=C2\CCC(/C=C(\C#N)C(=O)Nc3ccccc3F)=C2N2CCOCC2)cc1	194.7%[activator]	?	-24.9%	-15.1%	-13.3%	0.0%	16.8%	?
O=C(CSc1nnc(-c2n[nH]c3ccccc23)n1-c1ccccc1)Nc1ccccc1Cl	0.7%	-3.6%	-20.4%	i	?	?	2.4%	?
Cc1cc(NC(=O)CSc2nc(=O)cc(N)n2-c2ccc(Cl)cc2)no1	1.4%	-5.7%	2.4%	-13.6%	7.2%[46 µM]	3.5%	-3.6%	-2.6%
Cc1cccc(-n2c(CNC(=O)c3ccccc3)nnc2SCC(=O)Nc2nccs2)c1	12.2%	-6.4%	-8.9%	-11.0%	-12.6%	6.2%	0.5%	10.0%
COc1ccc2nc(SCCN(C)C)[nH]c2c1	8.5%	-1.7%	-2.9%	19.9%	?	-1.4%	-7.2%	5.9%
Cc1cc(C(=O)Nc2ccccc2N2CCCCC2)no1	-5.7%	3.6%	nt	i	nt	-2.7%	0.9%	?
